# Bioassay records deposited in PubChem BioAssay by National Center for Advancing Translational Sciences (NCATS).
# TGFb SMAD3 inh – TGF-b pathway inhibition; HepG2 CAGA-GFP TGF-b/SMAD3 reporter, GFP fluorescence, 18 h; TGF-beta stimulated, 500 pg/mL final; Potency, µM (highest dose often 46.1 µM), inactives show at the highest dose activity, negative = inhibition, actives largely listed as inhibitors; actives 1.2% (n = 410,000); AID 588855; further: potency means the concentration at half of the fitted maximal effect; on the % scale 0 is the no-effect control and ±100 the full control effect; nearly all actives have a fitted effect of over 65% in size
#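 Read-out: total well GFP (ex488/em500-530) summed from mean per-cell fluorescence. Cells: HEPG2 CAGA-GFP, 1% FBS DMEM, 18 h at 37 degrees C with 500 pg/mL final TGF-beta. Unstimulated wells served as the full-inhibition control; stimulated DMSO wells = 0%.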
# HepG2 viability – kills HepG2 cells in TGF-b inhibitor counter-screen | HepG2 CAGA-GFP viability, ATP luminescence, 18 h | Potency, µM (highest dose often 46.1 µM), without a hit: at the highest dose activity change, negative = cytotoxicity, usual class: cytotoxic | actives 0.76% (n = 410,000) | AID 588856; further: potency means the concentration at half of the fitted maximal effect; some results filed as inactive show a strong effect at the top dose
#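 HepG2 CAGA-GFP cells (1000/well, DMEM with 1% FBS) received compound, then TGF-beta at 500 pg/mL final, and were incubated 18 hours at 37 degrees C. Viability was read by CellTiter-Glo luminescence. Media-only wells were set as complete cell-killing and DMSO as no toxicity.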
# Nrf2 activator – Nrf2 pathway activation; AREc32 ARE-luciferase reporter (MCF7-derived line), luminescence, 24 h; actives 0.31% (n = 410,000); Potency, µM (highest dose often 46.1 µM), for the others: at the top dose activation, usual class: activators; further: potency means the concentration at half of the fitted maximal effect; % of control where 0% means no effect; nearly all actives have a fitted effect of over 65% in size
#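 Each well held 1000 AREc32 cells, which were incubated with compound for 24 hr at 37 deg C after overnight attachment, and ARE reporter activity was quantified by firefly luciferase luminescence.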
# A549 viability – counter-screen for Nrf2 inhibitors: cytotoxicity in A549 cells; actives 0.16% (n = 390,000); AID 504648; A549 ARE-Fluc cells, CellTiter-Fluor viability, 18-24 h; Potency, µM (series often up to 46 µM), for inactives: top-dose activity change, negative = cytotoxicity, most hits filed as inhibitors; further: potency means the concentration at half of the fitted maximal effect; on the % scale 0 is the no-effect control and ±100 the full control effect
#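 A549 ARE_Fluc cells in 5% FBS OPTI-MEM were exposed to compounds in concentration-response for 18-24 h at 37 deg C. Viability was read by CellTiter-Fluor fluorescence (Ex 405/Em 525) after 30 min, before the luciferase read.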
# Akt phos inh – blocks phosphorylation of Akt | activity change, % for hits at 50 µM | actives 0.32% (n = 360,000) | AID 651550 | Neuro2A IGF-stimulated pAkt S473 HTRF, 20 min; active compounds read low; in the data active means activity change below about -80%; inconclusive means mostly about -51% to -80%; further: on the % scale 0 is the no-effect control and ±100 the full control effect
#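 Single-point screen (50 µM final compound) in Neuro2A cells stimulated 20 min with 6 nM IGF at 37 deg C. After lysis, Ser473-phosphorylated Akt read by HTRF (ex 330 nm, em 615/665 nm) as the 665/615 ratio.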
# Nrf2 inh – inhibitors of Nrf2 signaling; A549 ARE-Fluc reporter, luciferase luminescence, 18-24 h; Potency, µM (series often up to 46 µM), for inactives: top-dose activity change, negative = inhibition, most hits filed as inhibitors; actives 2.1% (n = 360,000); further: potency means the concentration at half of the fitted maximal effect; on the % scale 0 is the no-effect control and ±100 the full control effect; nearly all actives have a fitted effect of over 60% in size
#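 Quantitative HTS in A549 cells stably bearing an antioxidant response element-firefly luciferase construct. Inhibition of Nrf2-driven transcription was scored by luminescence after 18-24 h of compound exposure at 37 °C.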
# CCT chaperon mod – modulators of cytosolic chaperonin (CCT/TRiC) activity | AID 651819 | actives 0.3% (n = 360,000) | purified chaperonin ATPase assay, HTRF ADP detection, 30 min | activity change, % (test concentration not listed), hits read low; in the data active means activity change below about -30%; further: on the % scale 0 is the no-effect control and ±100 the full control effect
#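 Nucleotide hydrolysis assay: TRiC at 20–40 nM final (set by batch activity) with 10 uM ATP, 30 min at 37 °C, in presence of 76 uM compound. Detection by competitive ADP HTRF, 30 min ambient.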
# Mm-Cpn inhibitor – blocks the Methanococcus maripaludis chaperonin Mm-Cpn; AID 504842; Potency, µM (highest dose often 76.9 µM), inactives show top-dose activity, negative = inhibition, most hits filed as inhibitors; purified Mm-Cpn ATPase, ADP Transcreener TR-FRET; actives 0.031% (n = 330,000); further: potency means the concentration at half of the fitted maximal effect; on the % scale 0 is the no-effect control and ±100 the full control effect; nearly all actives have a fitted effect of over 80% in size
#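 25 nM Mm-CPN + cpd, 10 min 37°C; + 10 uM ATP, 30 min 37°C; buffer 30 mM Tris pH 7.4, 100 mM KCl, 5 mM MgCl2, 1 mM DTT; Transcreener ADP HTRF detection 30 min RT.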
# ATXN viability – reduces viability in counter-screen for ATXN expression inhibitors. Potency, µM (top dose mostly 56.7 µM), most hits filed as cytotoxic. S2 cells (HEK-293 line with an ATXN2-luciferase reporter) viability, CellTiter-Fluor protease fluorescence, 24 h. actives 0.49% (n = 400,000); further: potency means the concentration at half of the fitted maximal effect; nearly all actives have a fitted effect of over 40% in size
# * marks the source's active call; other numbers are inactive results; i = inactive; ? = inconclusive; / = not tested or not shown; & = joins results of further samples; [ ] = remark or other dose. Unless noted, the call rests on the fitted dose curve; in most records, active means well fitted curve in the direction sought with a large enough effect; inconclusive means small, poorly fitted or top-dose-only effect, or another doubt; inactive means no such curve, though single readings can be large; an effect the other way counts as inactive or inconclusive.
no.	mol	Nrf2 activator	ATXN viability	Mm-Cpn inhibitor	A549 viability	TGFb SMAD3 inh	HepG2 viability	Nrf2 inh	CCT chaperon mod	Akt phos inh
1	Cc1ccc(S(=O)(=O)N2c3ccccc3NC(=O)C2CC(=O)Nc2ccccc2)cc1 (stereo not drawn)	0.8%	i	-1%	9%	14%	14%	/	-1.8	i
2	CCOC(=O)Cc1csc(NC(=O)CSc2nnnn2-c2ccc(C)cc2C)n1	0.2%	i	-1%	0%	-12%	-25%	19%	2.4	i
3	Cc1ccc(C(=O)Nc2cc3c(oc2=O)CCCC3=O)cc1	3.1%	i	-3%	-7%	0%	1%	?	-1.2	i
4	O=C(CSc1nnc(-c2ccc(Cl)cc2Cl)n1C1CCCCC1)N1CCCC1	0.0%	i	-1%	-13%	10%	-13%	/	-1.7	i
5	CCn1c(C)nc2cc(-c3nnc(-c4c(-c5ccccc5)noc4C)o3)ccc21	0.2%	i	-5%	-7%	7%	-24%	-11%	0.2	i
6	O=C(COc1ccc(Cl)cc1Cl)Nc1cccc2cccnc12	-1.1%	i	/	-1%	?	-10%	?	/	/
7	Cc1onc(-c2ccccc2Cl)c1-c1nc(-c2ccncc2)no1	4.7%	i	1%	11%	10%	-37%	1%	1.6	i
8	Cc1c(C(C)NC(=O)c2cc(COc3cccc4cnccc34)on2)cnn1C (stereo not drawn)	-0.2%	i	1%	-17%	-10%	-22%	8.2µM*	-1.1	i
9	CC(C)(C)c1ccc(Oc2nc3ccccn3c(=O)c2/C=C(\C#N)c2nc3ccccc3[nH]2)cc1	2.5%	i	/	-4%	51%[activator]	12%	12%	/	/
10	Cc1nc2ccccn2c1C(=O)NNC(=O)Nc1ccccc1	0.1%	i	0%	4%	-12%	-3%	2%	-2.4	i

# Next part.
no.	mol	Nrf2 activator	ATXN viability	Mm-Cpn inhibitor	A549 viability	TGFb SMAD3 inh	HepG2 viability	Nrf2 inh	CCT chaperon mod	Akt phos inh
11	CNc1ccccc1C(C)(C)c1cc(C)[nH]n1	-0.1%	i	3%	-2%	-5%	0%	-3%	2.2	i
12	O=C(NCc1cccnc1)c1ccc(Cn2c(=S)[nH]c3ccc(Br)cc3c2=O)cc1	-0.2%	i	1%	2%	26%	-9%	-8%	-10	i
13	Cc1ccc(C)c(NC(=O)CN(C)C(=O)C2CCN(S(=O)(=O)c3ccc4c(c3)OCCO4)CC2)c1	-0.4%	i	-5%	-3%	5%	12%	-18%	-3.2	i
14	CC(C)CCNC(=O)C(c1ccc(O)cc1)N(Cc1cccs1)C(=O)C1COc2ccccc2O1 (stereo not drawn)	-1.8%	?	-1%	-18%	?	-81%	?	-0.3	i
15	Cc1ccc2nc(N)nnc2c1	0.4%	?	/	/	-13%	-13%	/	2.7	i
16	Cc1ccccc1NC(=O)CCn1nc(-c2ccccc2)c2ccccc2c1=O	3.8%	?	/	4%	?	-7%	/	/	/
17	COc1ccc(N2CCN(C(=O)CSc3nnc(Cn4nnc5ccccc54)n3C)CC2)cc1	-0.6%	i	1%	-1%	-15%	12%	-5%	-1.9	i
18	Cn1nnnc1SCc1cccc(CSc2nnnn2C)n1	-0.4%	i	0%	0%	0%	-3%	7%	-0.3	i
19	CCc1ccc(C2c3c(oc4ccc(F)cc4c3=O)C(=O)N2CCc2ccc(OC)cc2)cc1 (stereo not drawn)	-0.3%	i	/	-3%	6%	-16%	5%	/	/
20	Cc1ccc(C)c(NC(=O)CCN2CCc3ccccc3C2)c1	2.7%	i	-8%	0%	0%	-12%	-13%	1.9	i

# Further compounds follow:
no.	mol	Nrf2 activator	ATXN viability	Mm-Cpn inhibitor	A549 viability	TGFb SMAD3 inh	HepG2 viability	Nrf2 inh	CCT chaperon mod	Akt phos inh
21	COc1ccccc1Oc1ccc(S(=O)(=O)NCc2ccccn2)cc1	-0.1%	i	0%	-13%	4%	5%	/	-0.6	i
22	CCOc1cc(C2Nc3ccccc3C(=O)N2c2ccccc2)ccc1O (stereo not drawn)	0.4%	i	1%	0%	-6%	-2%	11%	1.5	/
23	CCOC(=O)CSc1nc(C2CC2)cc(-c2ccc(F)cc2)c1C#N	-0.4%	i	3%	-9%	0%	3%	11%	-0.9	i
24	COc1ccc(Nc2nnc(SCc3cc([N+](=O)[O-])cc4c3OCOC4)s2)cc1	0.1%	i	-8%	-5%	-15%	2%	/	1.4	i
25	Cc1cc(C)cc(NC(=O)N2CCC(c3nc4ccccc4o3)CC2)c1	5.4%	i	1%	1%	-11%	-22%	?	-1.8	i
26	Cc1ccc(SCCC(=O)NC(C)(C)C)cc1	-0.7%	i	4%	2%	-1%	-1%	12%	0.0	i
27	O=C(NCCN1CCOCC1)c1cccc(S(=O)(=O)Nc2ccc(F)cc2)c1	-1.7%	i	-2%	0%	-14%	-22%	?	-1.3	i
28	O=C(NCC(c1cccs1)N1CCOCC1)c1cc([N+](=O)[O-])ccc1Cl (stereo not drawn)	3.1%	i	1%	0%	0%	9%	3%	-3.3	i
29	CCOc1ccc(C(=O)N(Cc2ccc(OC)cc2)Cc2cc3cc(OC)ccc3[nH]c2=O)cc1	-0.7%	i	-2%	9%	0%	1%	/	-3.3	i
30	CCOC(=O)c1cnc2c(C#N)cnn2c1N	0.1%	i	-2%	-11%	7%	-2%	?	1.0	i

# Continuation.
no.	mol	Nrf2 activator	ATXN viability	Mm-Cpn inhibitor	A549 viability	TGFb SMAD3 inh	HepG2 viability	Nrf2 inh	CCT chaperon mod	Akt phos inh
31	CCc1nnc(NC(=O)CSc2ccc(-c3cccs3)nn2)s1	7.6%	i	-6%	0%	25%	4%	-2%	-12	i
32	CCC(C)N(C(=O)COC(=O)CCc1c[nH]c2ccccc12)C1CCS(=O)(=O)C1 (stereo not drawn)	-0.5%	i	0%	-3%	?	-7%	3%	1.5	i
33	Cc1cccc(N(C)S(=O)(=O)c2ccc(-c3cc(C)no3)s2)c1	-0.4%&0.6%	i	-1%	-13%&16%	11µM*	-27%&-25%	?	2.3	i
34	COc1ccc(S(=O)(=O)NCC2CCC(C(=O)NCCC(C)C)CC2)cc1 (stereo not drawn)	0.4%	i	1%	-2%	-14%	-1%	1%	-0.6	i
35	CCC(=O)C1=C(O)C(c2cccc(Oc3ccccc3)c2)CCC1=O (stereo not drawn)	2.5%	i	0%	?	-23%	-15%	15µM*	-0.6	i
36	N#Cc1cc2c(nc1SC1CC(=O)N(c3ccccc3)C1=O)CCC2 (stereo not drawn)	-2.1%	i	-3%	-4%	-16%	-20%	?	-1.8	i
37	CCOc1ccc(/C=N/NC(=O)c2cc(-c3cccn3C)n[nH]2)cc1	0.2%	i	0%	1%	7%	-8%	-16%	-4.1	i
38	COCCNC(=S)NNC(=O)CSCc1ccc(Cl)cc1Cl	-0.1%	i	-4%	-2%	4%	46%	?	-0.4	i
39	COc1cccc(CNC(=O)C(=O)NCC2CCCO2)c1 (stereo not drawn)	0.3%	i	1%	-3%	11%	-1%	-1%	-4.3	/
40	O=C(NCCCO)C(=O)Nc1cc2c3c(c1)CCN3C(=O)CC2	0.1%	i	-1%	12%	28%	0%	4%	-2.5	i

# Going on with the list:
no.	mol	Nrf2 activator	ATXN viability	Mm-Cpn inhibitor	A549 viability	TGFb SMAD3 inh	HepG2 viability	Nrf2 inh	CCT chaperon mod	Akt phos inh
41	O=C(COC(=O)c1ccc(F)cc1F)Nc1ccc2c(c1)OCO2	-0.8%	i	/	/	2%	0%	/	-0.5	i
42	NS(=O)(=O)c1ccc(CCNC(=O)/C=C/c2cccc([N+](=O)[O-])c2)cc1	0.5%[9.22 µM]	i	-1%	6%	1%	0%	-7%	-3.0	i
43	Cc1nn2c(-c3cccc(NC(=O)c4ccc(Cl)cc4)c3)nnc2c2ccccc12	0.5%	/	/	1%	-19%	-8%	?	/	/
44	COc1ccc(OC)c(NC(=O)CSc2nc(C)cs2)c1	0.5%	i	2%	6%	-1%	-2%	9%	-0.9	i
45	O=C1N2CCCc3cccc(c32)C12Nc1ccccc1S2 (stereo not drawn)	2.3%	i	-1%	-19%	?	-23%	3%	0.3	i
46	COCc1cc(=O)[nH]c(SCCS(=O)(=O)c2ccc(C)cc2)n1	8.0%	i	-2%	-1%	13%	19%	8%	-1.5	i

# An excerpt of these results, with values under each structure:
# Below each compound: Nrf2 activator, ATXN viability, Mm-Cpn inhibitor, A549 viability, TGFb SMAD3 inh, HepG2 viability, Nrf2 inh, CCT chaperon mod, Akt phos inh
(39) COc1cccc(CNC(=O)C(=O)NCC2CCCO2)c1 (stereo not drawn)
  0.3%, i, 1%, -3%, 11%, -1%, -1%, -4.3, /
(40) O=C(NCCCO)C(=O)Nc1cc2c3c(c1)CCN3C(=O)CC2
  0.1%, i, -1%, 12%, 28%, 0%, 4%, -2.5, i
(41) O=C(COC(=O)c1ccc(F)cc1F)Nc1ccc2c(c1)OCO2
  -0.8%, i, /, /, 2%, 0%, /, -0.5, i
(42) NS(=O)(=O)c1ccc(CCNC(=O)/C=C/c2cccc([N+](=O)[O-])c2)cc1
  0.5%[9.22 µM], i, -1%, 6%, 1%, 0%, -7%, -3.0, i
(43) Cc1nn2c(-c3cccc(NC(=O)c4ccc(Cl)cc4)c3)nnc2c2ccccc12
  0.5%, /, /, 1%, -19%, -8%, ?, /, /
(44) COc1ccc(OC)c(NC(=O)CSc2nc(C)cs2)c1
  0.5%, i, 2%, 6%, -1%, -2%, 9%, -0.9, i
(45) O=C1N2CCCc3cccc(c32)C12Nc1ccccc1S2 (stereo not drawn)
  2.3%, i, -1%, -19%, ?, -23%, 3%, 0.3, i
(46) COCc1cc(=O)[nH]c(SCCS(=O)(=O)c2ccc(C)cc2)n1
  8.0%, i, -2%, -1%, 13%, 19%, 8%, -1.5, i
